aGlu spleen mod: inhibits or activates alpha-glucosidase in human spleen homogenate | Potency, µM (series often up to 79.9 µM), without a hit: at the highest dose activity change, negative = inhibition, actives largely listed as inhibitors | P10253 | AID 2112 | 240,000 compounds, 0.006% hits | human spleen homogenate, 4-MU-alpha-glucoside fluorescence;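 further: 0% = enzyme with vehicle and -100% = no enzyme basal signal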
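Human spleen homogenate (1 ug) incubated with compounds and 1 mM 4-methylumbelliferyl-alpha-D-glucopyranoside in pH 5.0 citrate/phosphate buffer, 37 C, 40 min. Stopped at pH 10; 4-MU fluorescence (Ex 365/Em 440 nm); AC50 by Hill fit.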
GoLoco inh red: RGS12 GoLoco-Gai1 interaction inhibition; P63096; Gai1:RGS12 GoLoco peptide FP, rhodamine, 10 min; Potency, µM (series often up to 61.6 µM), for inactives: top-dose activity, negative = inhibition, actives largely listed as inhibitors; 230,000 compounds, 0.44% hits; active means well fitted inhibition curve with a large enough effect, not every such curve was filed as active; inactive means no such curve, though single readings can be large or run the other way; further: nearly all actives have a fitted effect of over 30% in size; many of its hits are not listed in these tables
Target sequence (P63096 whole entry, looked up): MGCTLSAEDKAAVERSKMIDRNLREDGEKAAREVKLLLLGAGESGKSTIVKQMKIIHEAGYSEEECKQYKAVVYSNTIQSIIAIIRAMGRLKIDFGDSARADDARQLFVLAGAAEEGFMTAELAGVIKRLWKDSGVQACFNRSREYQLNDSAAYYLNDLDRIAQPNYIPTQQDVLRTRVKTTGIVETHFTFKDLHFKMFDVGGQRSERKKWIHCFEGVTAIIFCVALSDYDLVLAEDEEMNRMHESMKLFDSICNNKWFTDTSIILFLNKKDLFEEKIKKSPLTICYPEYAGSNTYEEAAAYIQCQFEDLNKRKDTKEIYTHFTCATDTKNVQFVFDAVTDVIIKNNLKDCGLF
GAA glycogen: inhibitors or activators of human alpha-glucosidase glycogen cleavage; Potency, µM (doses to about 76.4 µM), for the others: top-dose activity change, negative = inhibition, hits mostly inhibitors; AID 2100; P10253; recombinant GAA, glycogen substrate, Amplex Red glucose oxidase fluorescence; 300,000 compounds, 0.38% hits;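 further: 0% = full enzyme reaction and -100% = no-enzyme basal signal; the screen sought inhibitors and activators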
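qHTS, 1536-well; enzyme 4 nM final; cpd up to 77 uM; substrate bovine liver glycogen 30 ug; 50 mM citrate/phosphate pH 5.0, 0.01% Tween-20; 37 C, 40 min; Amplex Red detection 45 min RT; Hill fit → AC50.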
GAA inh: blocks human lysosomal alpha-glucosidase. Potency, µM (doses to about 76.9 µM), without a hit: top-dose activity change, negative = inhibition, usual class: inhibitors. purified human GAA, 4-MU-alpha-glucoside fluorescence. AID 1466. 200,000 compounds, 0.005% hits. P10253;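 further: plate controls were uninhibited enzyme wells for no effect and no-enzyme background for full effect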
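Human alpha-glucosidase, 4 nM, pre-mixed with test compounds before 400 uM 4-methylumbelliferyl substrate; 20 min room temperature at pH 5.0. Fluorescence read after pH 10 stop; AC50 values from Hill-equation fits.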
TR SRC2 fluor cs: Texas Red fluorescence interference in TRb-SRC2 counter-screen; Potency, µM (top dose mostly 106 µM), for the others: at the highest dose fluorescence change, negative = quenching; 280,000 compounds, 0.29% hits; TRb/SRC2 Texas Red total fluorescence interference; active means well fitted curve in either direction with a large enough effect; inconclusive means small, poorly fitted or top-dose-only effect
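Human TRβ ligand-binding domain (0.6 uM) and Texas Red SRC2 peptide (20 nM) in Tris buffer with 1 uM T3 and 5% DMSO were incubated with pinned compound for 5 hr at ambient temperature. Total fluorescence was computed as S + 2P (555/632 nm).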
L3MBTL1 inh: blocks human L3MBTL1. Q9Y468. AlphaScreen L3MBTL1–H3K9me1 peptide binding. 230,000 compounds, 0.66% hits. Potency, µM (highest dose often 57.1 µM), without a hit: top-dose activity, negative = inhibition, hits mostly inhibitors; further: nearly all actives have a fitted effect of over 60% in size
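First, the protein-peptide complex forms for 30 min at room temperature (L3MBTL1 50 nM, biotinylated H3K9me1 peptide 75 nM). Next, compounds are pin-transferred and incubated 30 min. Finally, AlphaScreen beads are added and read after 30 min.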
RECQ1 inh: blocks DNA unwinding by human RECQ1 | P46063 | RECQ1 DNA unwinding, red fluorescence kinetic read | Potency, µM (highest dose often 57.3 µM), inactives show at the highest dose activity, negative = inhibition, hits mostly inhibitors | 240,000 compounds, 0.54% hits | AID 2549;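 further: plate controls were vehicle for no effect and no enzyme for full effect; nearly all actives have a fitted effect of over 30% in size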
Target sequence (P46063 whole entry, looked up): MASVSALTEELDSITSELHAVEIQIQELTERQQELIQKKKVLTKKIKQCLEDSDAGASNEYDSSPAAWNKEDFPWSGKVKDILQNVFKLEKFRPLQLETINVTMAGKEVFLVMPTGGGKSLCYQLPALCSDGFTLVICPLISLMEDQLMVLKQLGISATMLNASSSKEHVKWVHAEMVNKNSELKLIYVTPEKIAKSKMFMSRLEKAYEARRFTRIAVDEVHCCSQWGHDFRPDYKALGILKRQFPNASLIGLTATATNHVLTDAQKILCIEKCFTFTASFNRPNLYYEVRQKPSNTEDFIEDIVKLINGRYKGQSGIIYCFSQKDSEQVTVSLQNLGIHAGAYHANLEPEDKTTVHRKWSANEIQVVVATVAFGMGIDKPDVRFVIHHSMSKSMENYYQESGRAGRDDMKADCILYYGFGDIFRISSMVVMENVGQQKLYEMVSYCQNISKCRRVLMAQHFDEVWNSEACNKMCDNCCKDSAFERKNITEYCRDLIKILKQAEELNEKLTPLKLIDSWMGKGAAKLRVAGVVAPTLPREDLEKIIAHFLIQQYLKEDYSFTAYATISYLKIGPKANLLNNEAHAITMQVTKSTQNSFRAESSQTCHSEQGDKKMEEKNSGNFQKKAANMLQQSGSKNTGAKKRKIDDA
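RECQ1T1 50 nM; forked duplex (20 bp + 30-nt ss tails) 200 nM, ATP 2 mM final; pH 8.0, 2 mM MgCl2, 2.5 ug/ml poly(dI-dC); 15 min compound preincubation; discontinuous kinetic read over 2 h at RT.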
TRb SRC2 PPI: inhibitors of human thyroid hormone receptor beta-SRC2 interaction. P10828. TRbeta-SRC2 peptide binding, fluorescence polarization; receptor liganded with 1 µM T3. Potency, µM (titrated, usually from 106 µM), for the others: at the top dose activity change, negative = inhibition, most hits filed as inhibitors. 280,000 compounds, 0.065% hits;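 further: plate controls were bound peptide for no effect and peptide without receptor for full effect; nearly all actives have a fitted effect of over 50% in size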
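Read-out is fluorescence polarization (555 nm excitation, 632 nm emission) of a Texas Red SRC2 coactivator peptide; loss of signal reflects blocked binding to human TRb ligand-binding domain in the presence of 1 uM T3.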
* marks the source's active call; other numbers are inactive results; i = inactive; ? = inconclusive; · = not tested or not shown; [ ] = dose if it differs, or a comment. Unless noted, the call rests on the fitted dose curve; in most records, active means well fitted curve in the direction sought with a large enough effect; inconclusive means small, poorly fitted or top-dose-only effect, or another doubt; inactive means no such curve, though single readings can be large; an effect the other way counts as inactive or inconclusive. Unless noted, on the % scale 0 is the no-effect control and ±100 the full control effect; potency means the concentration at half of the fitted maximal effect. Not all compounds are listed; the hit share may differ from the screen's.

compound	aGlu spleen mod	GoLoco inh red	GAA glycogen	GAA inh	TR SRC2 fluor cs	L3MBTL1 inh	RECQ1 inh	TRb SRC2 PPI
Cc1ccc(NC(=O)C23CCC(C)(C(=O)[C@H]2Br)C3(C)C)cc1 (stereo partly specified)	2%	5%	-7%	·	0%	15%	-12%	3%
O=C(COC(=O)c1ccc(Cl)c(S(=O)(=O)N2CCCC2)c1)NC1CCCCC1	7%	11%	-2%	4%	-1%	-9%	i	-8%
Cc1cc(C)n2nc(SCC(=O)N3CCc4ccccc43)nc2n1	9%	-13%	-7%	2%	1%	-8%	2%	-6%
CCC(C)C(NC(N)=O)C(=O)NC1CCC(C)CC1 (stereo unspecified)	-1%	-7%	1%	2%	1%	1%	i	-7%
CN(C)/N=C/c1ccc(N2CCOCC2)cc1	-1%	-4%	-11%	-1%	4%	-2%	i	8%
Cc1ccc(-c2ccc(CCC(=O)O)n2NC(=O)c2cccs2)cc1	11%	-16%	-15%	0%	1%	40µM*	5%	6%
Cc1cccc(Nc2ccccc2C(=O)OCC(=O)NCc2ccco2)c1C	-25%	12%	-3%	6%	-1%	-16%	?	-7%
CCCCCCNC(=O)CCNC(=O)c1cc(OC)c(OC)c(OC)c1	-9%	-1%	-2%	-9%	1%	0%	12%	-15%
CC(C)N(Cc1cn(C)nc1-c1cccc(Cl)c1)CC1CCC(=O)N1 (stereo unspecified)	-2%	5%	5%	-9%	-3%	-10%	13%	-1%
Cn1nnnc1SCC(=O)c1cccs1	-2%	0%	-16%	0%	-4%	2%	2%	2%
Cc1ccc(S(=O)(=O)NCC(=O)OCc2ccccc2)cc1	2%	7%	-12%	3%	-3%	8%	i	-6%
COc1ccc(-n2c(C)cc(C3=NNC(=NC4CC4)SC3)c2C)cc1	-7%	18%	1%	-1%	-5%	·	-14%	-3%
Cc1ccc(NC(=S)NNC(=O)c2ccccc2O)c(C)c1	-7%	-5%	?	-1%	-1%	?	15%	-3%
O=c1c2ccccc2c(-c2ccccc2)nn1-c1cc(Cl)ccc1[N+](=O)[O-]	-7%	-8%	-10%	?	7%	-13%	-18%	-1%
CN1CCCN(CC(O)COCc2cccs2)CC1 (stereo unspecified)	-8%	-1%	4%	2%	0%	7%	-4%	-7%
CCN1CCN(C(=O)CCc2ccc(S(=O)(=O)NCCc3ccccc3)cc2)CC1	-6%	-9%	-1%	-7%	2%	-3%	1%	-14%
CCOC(=O)c1cc2c(C)n(-c3ccc(N(C)C)cc3)c(C)c2cc(C(=O)OCC)c1=O	2%	5%	4%	2%	0%	-4%	2%	-1%
CC(C)C(NC(=O)OCc1ccccc1)C(=O)NCC(=O)OC(C)(C)C (stereo unspecified)	-1%	-3%	3%	0%	-7%	0%	-11%	-1%
CCNC(=S)NC1CC2CCCC(C1)N2Cc1ccco1 (stereo unspecified)	-12%	6%	-1%	-2%	7%	-5%	-5%	-6%
O=C1c2cc([N+](=O)[O-])cc3cc([N+](=O)[O-])cc(c23)C(=O)N1c1ccccn1	-3%	3%	-1%	-22%	-3%	-11%	-17%	-4%
COC(=O)[C@H](COC(C)(C)C)NC(=O)O[C@@H]1Cc2cc(Br)ccc2O[C@H]1c1cccc(OC)c1	-5%	4%	·	·	-2%	·	i	9%
Cc1cccc(C)c1Nc1c(-c2ccsc2)nc2ncccn12	4%	-5%	-5%	-10%	0%	3%	12%	-7%
C[C@@H](c1ccccc1)N1C(=O)[C@H]2[C@H]3[C@H](O)[C@H](O)C/C(=N/OC[C@@H](O)COCc4ccco4)[C@H]3CC[C@@H]2C1=O	-1%[17.4 µM]	·	·	·	0%[11.2 µM]	·	15%[11.5 µM]	-4%[11.2 µM]
CCC(=O)NCCSc1c[nH]c2ccccc12	-9%	6%	-12%	-23%	0%	4%	i	6%
OCC#Cc1ncc(C(F)(F)F)cc1Cl	-3%	2%	1%	?	0%	·	-3%	-3%
CCCN1C(=O)c2cc(C(=O)Nc3ccccc3OC)ccc2C1Nc1ccccc1OC (stereo unspecified)	-3%	-9%	8%	·	-7%	·	i	-5%
CC(C(=O)O)N1C(=O)CSC1=S (stereo unspecified)	2%	27%	6%	-3%	0%	0%	i	-12%
COc1ccc(N2CCCn3c2nc2c3c(=O)n(CCc3ccccc3)c(=O)n2C)cc1	1%	2%	12%	-2%	1%	2%	i	-7%
Cc1cc(C)n(-c2ccc(C(=O)OCC(=O)NC(c3ccccc3)c3ccccc3)cc2)n1	-7%	-4%	1%	-4%	-3%	1%	-2%	-2%
CCCCCCCc1cc2ccccc2c(=O)o1	-6%	-5%	·	·	-2%	·	i	6%
CCOc1ccccc1Nc1ccc(C(=O)O)cc1[N+](=O)[O-]	-4%	4%	12%	-10%	-5%	·	-1%	-2%
O=c1cc(-c2ccccc2)oc2cc(O[C@@H]3O[C@H](CO)[C@@H](O)[C@H](O)[C@H]3O)c(O)c(O)c12	-7%	-2%	·	·	-6%	·	0%	-2%
Cc1ccc(C(=O)NC(C)c2ccc3c(c2)OCO3)s1 (stereo unspecified)	4%	11%	8%	-7%	-1%	-3%	i	2%
COc1ccc(-n2c(C)cc(C(=O)COC(=O)c3cc(NC(=O)c4cccs4)c(OC)c(OC)c3)c2C)cc1	-2%	16%	9%	6%	-1%	-9%	-6%	-12%
CC(C)[C@@H](CC(=O)N[C@@H]1CCCC[C@H]1C(=O)N[C@H](CC(=O)N[C@@H](CCC(=O)O)CC(=O)O)Cc1c[nH]c2ccccc12)NC(=O)C[C@H](Cc1c[nH]c2ccccc12)NC(=O)[C@@H]1CNCC[C@H]1N	4%	1%	·	·	0%	·	0%	-7%
Cc1cc(C)c2c(=O)n(CC(=O)Nc3cccc(Cl)c3C)sc2n1	10%	4µM*	-16%	·	0%	·	2%	2%
CNC(=O)C(=O)N/N=C/c1ccc(Br)cc1	1%	11%	-10%	2%	-1%	5%	i	0%
COc1ccc(-c2nnc(NC(=O)CSc3ccc(C)cc3)s2)cc1OC	-1%	8%	5%	5%	-1%[53 µM]	-14%	-2%	-7%[53 µM]
CC1(OC(=O)C2CCCC2)C(=O)C=C2C=C(c3ccsc3)N(Cc3ccc4c(c3)OCO4)C=C2C1=O (stereo unspecified)	11%[17.4 µM]	60%[activator][14.2 µM]	6%	·	1%[11.2 µM]	·	-8%[11.5 µM]	4%[11.2 µM]
COc1ccc2c(c1OC)C(=O)N(c1ccc(C)cc1)C2=O	9%	14%	-6%	2%	0%	8%	i	2%
Cc1cc(C)c2cc(C(c3nnnn3CC3CCCO3)N3CCN4CCCC4C3)c(=O)[nH]c2c1 (stereo unspecified)	9%	-5%	5%	-6%	-1%	-2%	-5%	5%
O=C(NCc1n[nH]c(=S)n1-c1ccccc1)c1ccc(S(=O)(=O)N2CCCCC2)cc1	2%	3%	-5%	-3%	-1%	·	1%	-9%
CC(=O)CCN1CCOCC1	-7%	-11%	-7%	-4%	2%	·	i	-17%
CCOC(=O)c1ccc(NS(=O)(=O)c2cnc[nH]2)cc1	-1%	3%	7%	0%	0%	·	-4%	-7%
O=C(CCC(=O)N(CC(=O)NC1CCCC1)Cc1ccc2c(c1)OCO2)Nc1ccccn1	-1%	·	-8%	-8%	0%	-3%	i	-17%
Cc1cc2cc(CNC(=O)Cc3ccc([N+](=O)[O-])cc3)ccc2n1C	4%	-23%	-6%	-1%	5%	-6%	-24%	2%
CCCc1cc(NCCCn2ccnc2)n2nc(C)c(-c3ccccc3)c2n1	-2%	-29%	1%	·	16%	-10%	-14%	?
CCCN(CCO)Cc1cccc(Oc2ccccc2)c1	-1%	-2%	0%	-5%	-4%	·	-5%	2%
CCCCCCn1c2c(c(=N)c3c1CCC3)CCC2	-4%	5%	·	-15%	6%	-1%	-2%	-2%
Cc1ccccc1Nc1nc(N)nc(COC(=O)C(NC(=O)c2ccco2)C(C)C)n1 (stereo unspecified)	5%	5%	1%	-5%	-1%	-7%	-4%	-5%
Cn1c2c(c(=O)n3ncnc13)CCCC2	-1%	1%	9%	·	-5%	-9%	16%	-1%
CCSc1nc(C2CC2)cc(-c2cccs2)c1C#N	4%	-2%	-7%	-6%	-6%	·	i	0%
CC(C)(C)C(=O)NNC(=O)c1cc(C(C)(C)C)nn1Cc1ccccc1	5%	-1%	-1%	·	0%	·	-6%	-6%
N#C/C=C(/N)c1ccc(Br)cc1	-11%	-2%	-8%	-2%	1%	-6%	?	5%
Cc1cc(NC(=O)CCC(=O)N(Cc2ccco2)C(C(=O)NC2CCCCC2)c2cccs2)no1 (stereo unspecified)	-8%	9%	-10%	14%	0%	-4%	i	-8%
CC1CN(C(=O)c2ccc(COc3ccccc3Br)o2)CC(C)O1 (stereo unspecified)	?	6%	-7%	6%	-1%	-11%	-3%	-3%
CC(O/N=C\c1ccccc1O)C(=O)Nc1ccccc1C(=O)N1CCOCC1 (stereo unspecified)	0%	0%	2%	12%	6%	-3%	2%	7%

One compound at a time (already shown). Values in the order: aGlu spleen mod	GoLoco inh red	GAA glycogen	GAA inh	TR SRC2 fluor cs	L3MBTL1 inh	RECQ1 inh	TRb SRC2 PPI
Shown for `CCSc1nc(C2CC2)cc(-c2cccs2)c1C#N` → 4%	-2%	-7%	-6%	-6%	·	i	0%
Shown for `CC(O/N=C\c1ccccc1O)C(=O)Nc1ccccc1C(=O)N1CCOCC1` (stereo unspecified) → 0%	0%	2%	12%	6%	-3%	2%	7%
